hiPSC survival: increases survival of single human iPS cells; hiPSC single-cell survival, ATPlite luminescence; 100% = ROCK inhibitor wells, 0% = DMSO; survival enhancement, % at 20 µM; actives 0.044% (n = 360,000); in the data active = survival enhancement above about 18%;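 also: cells exposed to compounds for 16 hours before the ATP read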
KKLEB tox: reduces viability of KKLEB cystic fibrosis airway cells | activity change (cytotoxicity), % at 5 µM | actives 0.36% (n = 360,000) | KKLEB CF airway cells viability, ATPlite luminescence, overnight; stronger effect = lower value; cells stimulated with P. aeruginosa culture filtrate | AID 602141;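 active = corrected activity change at or below -50% at 5 µM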
MITF TRPM1 inh: inhibitors of MITF-driven TRPM1 promoter in melanoma cells; actives 0.83% (n = 330,000); SK-MEL-5 TRPM1 promoter luciferase, 24 h; inhibition, % at 12.5 µM; AID 488899;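 active = mean inhibition across replicates of 60% or more, whatever share of single replicates reaches that level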; also: values of inactives mirror those of a sister screen read the other way
CF NFkB inh: blocks PAF-induced NF-kB reporter in cystic fibrosis cells. actives 0.86% (n = 360,000). inhibition, % at 5 µM. KKLEB NF-kB-GFP reporter, GFP fluorescence overnight. AID 588850;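 active = at least 50% inhibition at 5 µM, scaled per plate between neutral and stimulator controls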;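 also: PAF is a Pseudomonas aeruginosa culture filtrate used as stimulus; plate controls were PAF-stimulated DMSO wells for no effect and unstimulated DMSO wells for full effect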
NR2E3 ag-1: NR2E3 (human) agonism. Q9Y5X4. GST-NR2E3/biotin-RetCOR TR-FRET, 1536-well. inhibition of corepressor binding, % at 4.78 µM. actives 0.12% (n = 320,000). AID 2300;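 active = percent inhibition above the cutoff of mean plus 3 SD of all tested compounds, set per screening campaign, cut at about 20% in these data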;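 also: 0% = DMSO wells and 100% = biotin wells as full block of FRET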
Target sequence (Q9Y5X4 whole entry, looked up): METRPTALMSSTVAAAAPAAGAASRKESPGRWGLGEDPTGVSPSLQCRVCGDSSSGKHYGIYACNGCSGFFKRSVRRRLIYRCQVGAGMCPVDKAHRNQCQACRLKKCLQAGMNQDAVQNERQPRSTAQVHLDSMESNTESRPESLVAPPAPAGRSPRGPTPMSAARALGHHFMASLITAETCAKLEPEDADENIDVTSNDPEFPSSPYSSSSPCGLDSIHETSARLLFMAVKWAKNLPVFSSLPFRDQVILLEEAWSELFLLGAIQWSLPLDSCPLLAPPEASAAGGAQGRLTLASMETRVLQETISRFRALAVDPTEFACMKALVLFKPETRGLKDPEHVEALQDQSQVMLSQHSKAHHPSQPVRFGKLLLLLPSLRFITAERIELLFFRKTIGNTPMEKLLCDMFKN
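Material – GST-tagged NR2E3 plus biotinylated RetCOR corepressor · Quantity – NR2E3 fusion 1.35 nM · Times – 5 h incubation at 4 °C · Medium – pH 7.5 Tris-based buffer · Technique – TR-FRET, Eu(K)-anti-GST donor, streptavidin-D2 acceptor, ex 340, em 617/671 nm · Benchmarks – high control biotin, low control 0.6% DMSO · Format – 1536-well plates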
LMP1 NFkB inh: reduces LMP1-driven NF-kappaB luciferase signal. AID 504558. actives 0.69% (n = 350,000). LMP1-induced NF-kappaB luciferase reporter cells, luminescence. inhibition, % at 12.5 µM; in the data active = inhibition above about 41%;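 also: 0% = neutral control wells and 100% = reference inhibitor control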
NR2E3 ag-2: activates human NR2E3 receptor. Q9Y5X4. CHO-S Gal4-NCOR/VP16-NR2E3 two-hybrid, luciferase. inhibition of corepressor binding, % at 3.98 µM. actives 0.35% (n = 360,000). AID 602229;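 active = inhibition above the mean of all tested compounds plus 3 SD, cut at about 70% in these data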;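 also: 0% = DMSO with NR2E3 transfected cells and 100% = cells lacking NR2E3 construct; higher means lower luciferase signal from less NR2E3 corepressor binding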
Shn3 3UTR inh: Schnurri-3 reporter inhibition in Clone20 osteoblasts; Clone20 osteoblast Shn3 3'UTR firefly luciferase, 24 h; inhibition, % at 12.5 µM; actives 0.52% (n = 360,000);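 active = mean inhibition of at least 75% with every replicate also reaching 75%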;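 also: 0% = median of neutral control wells and 100% = pilot-screen positive control compound; some compounds past the cut are filed as inactive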
Peg3 prom inh: Peg3 promoter activity inhibition | HeLa PEG-Prom luciferase reporter, luminescence, overnight | inhibition, % at 20 µM | actives 1.7% (n = 360,000) | AID 588405;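 active = inhibition of at least 50% at 20 µM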
TRAIL sens C8: sensitizes caspase-8 expressing cells to TRAIL. NB7+C8 cells + TRAIL, ATPlite viability luminescence. inhibition (viability loss, TRAIL sensitization), % at 10 µM. actives 1% (n = 360,000);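 active = compounds causing at least 50% loss of cell viability in the single-dose screen, relative to plate controls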
HIF-2a block: HIF-2a inhibition. 786-0 RCC cells HIF-2a reporter, luciferase luminescence, overnight. actives 0.72% (n = 360,000). inhibition, % at 18.8 µM;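 active = inhibition of the luminescence signal of 40% or more relative to plate controls, in a single-dose primary screen at 18.75 µM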
An asterisk follows results filed as active; · = not tested or not shown. Not all compounds are listed (hit frequency here may not be typical).

SMILES	hiPSC survival	KKLEB tox	MITF TRPM1 inh	CF NFkB inh	NR2E3 ag-1	LMP1 NFkB inh	NR2E3 ag-2	Shn3 3UTR inh	Peg3 prom inh	TRAIL sens C8	HIF-2a block
CN(Cc1ccccc1)CC(O)COc1ccc(CNCCc2ccncc2)cc1 (centres undefined)	-0.6	-2	-25	-11	4	-15	15	14	10	16	12
CCc1ccc(N2CC(C(=O)N/N=C/c3cc([N+](=O)[O-])ccc3O)CC2=O)cc1 (centres undefined)	0.1	-14	19	23	2	5	-20	7	9	32	6
FC(F)(F)c1ccccc1NC(=S)NC1CCN(Cc2ccccc2)CC1	-2.4	13	5	6	0	-15	-13	8	-5	-4	-2
COc1ccc(C(NC(=O)CNC(C)=O)C(=O)Nc2ccc(C(C)C)cc2)cc1 (centres undefined)	-1.6	-10	15	11	3	10	-15	-8	0	3	13
COc1ccc(N(C)S(=O)(=O)c2cccc(C(=O)OCC(=O)Nc3cc(C)ccc3OC)c2)cc1	6.4	-1	·	23	·	4	-41	-8	35	-5	-3
Cc1ccc(-c2csc3ncnc(Oc4ccc5c(C)cc(=O)oc5c4)c23)cc1	0.1	-8	10	25	-1	-1	-9	24	16	-2	19
CC(/C=C/c1ccco1)=N\NC(=O)c1cccnc1	0.3	7	10	-6	5	1	-5	1	17	0	-9
CC(=O)c1cccc(NC(=O)NCCc2ccc(Cl)cc2)c1	0.8	-4	-17	34	-2	-3	1	14	-55	-24	-84
O=C(Nc1ccc(Cl)cc1)N(Cc1nc2ccccc2c(=O)[nH]1)Cc1cccs1	2.6	17	-3	-30	0	-10	9	19	34	-1	18
CCOc1ccc(NC(=O)C(C)N2C(=O)c3ccccc3S2(=O)=O)cc1 (centres undefined)	-0.2	-11	-5	43	3	3	8	15	-5	2	7
O=C(N/N=C/c1cccnc1)c1cccc(S(=O)(=O)N2CCCC2)c1	-1.0	8	8	-18	4	5	0	-11	14	-8	8
CCOC(=O)c1sc2nc(C)cc(-c3ccccc3)c2c1N	-1.2	-19	-1	-6	3	8	-4	9	-1	-4	-7
CCN(CC)C(=O)C1=C(C)N(Cc2ccc(F)cc2)C(=O)C(CC(=O)NC2CCCCC2)C1 (centres undefined)	4.1	6	·	-9	·	6	7	-16	-10	-13	8
Cc1nc(N)sc1-c1nnc(SCC(=O)Nc2ccccc2C(F)(F)F)n1C	0.3	7	-2	5	-2	-5	-2	6	3	12	12
COc1cccc(-n2nnnc2SCC(=O)Nc2cccc(C)n2)c1	1.0	-13	-17	9	-2	6	-3	13	-237	3	-37
Cc1coc2c(C)c3oc(=O)c(CCC(=O)NCCN4CCOCC4)c(C)c3cc12	4.2	3	1	17	2	-1	25	6	-5	-3	-5
Cc1nc(N2CCN(c3ccccc3)CC2)[nH]c(=O)c1CCC(C)C	-0.4	-6	-2	-19	1	0	-3	9	1	13	0
C#CCOCCOCCOCCNc1nc(N2CCN(C(=O)[C@H](C(C)C)n3cc(CCO)nn3)CC2)nc(N2CCN(C(=O)[C@H](CCCCN)n3cc(CCCC)nn3)CC2)n1	4.9	-9	-7	0	0	-2	0	8	9	-5	5
CCCNC(=O)CCn1nc(-c2ccccc2)c2ccccc2c1=O	-0.7	-12	9	8	1	-7	-14	7	11	-7	11
Cc1ccc(N2C(=O)C3NN=C(C(=O)OCc4ccccc4)C3C2=O)cc1 (centres undefined)	-0.2	-3	14	-11	-2	0	7	6	25	-3	16
c1ccc(CN2CCN(CCOCCOc3cccc4ccccc34)CC2)cc1	-0.7	0	-1	-11	-3	13	28	13	15	-4	6
Cc1csc2ncc(C(=O)NC(C)c3ccccc3)c(=O)n12 (centres undefined)	-2.9	-12	·	13	-3	6	23	31	2	-3	13
O=C(c1cccn2c(=O)c3ccc(Cl)cc3nc12)N1CCN(Cc2ccc3c(c2)OCO3)CC1	-0.1	-26	9	-9	-2	-9	1	14	24	-14	0
CCCCN(C)CCCNC(=O)Cn1c(=O)sc2ccccc21	3.5	5	2	3	1	3	7	-5	5	-11	14
COc1ccc(/C=C/C(=O)NCCSCc2ccco2)cc1	-1.0	-7	-8	13	4	-1	-10	7	-19	16	-10
Later entries
SMILES	hiPSC survival	KKLEB tox	MITF TRPM1 inh	CF NFkB inh	NR2E3 ag-1	LMP1 NFkB inh	NR2E3 ag-2	Shn3 3UTR inh	Peg3 prom inh	TRAIL sens C8	HIF-2a block
O=c1[nH]c(=S)c2[nH]c(=S)n(-c3ccccc3)c2[nH]1	1.8	16	3	-9	·	-11	-12	0	-3	-18	-4
Nc1cccc2c1C(=O)N(C(=O)c1cccc(S(=O)(=O)N3CCCC3)c1)C2=O	1.5	21	2	-18	1	0	-23	-6	1	-6	14
CCOc1ccc(/C=C/c2nc(C#N)c(NCCCN(C)C)o2)cc1	-0.5	-7	13	-3	-1	-3	-21	13	3	13	10
CCc1ccc(NC(=O)c2cnc3scc(C)n3c2=O)cc1	0.7	2	-25	1	-1	-19	-87	-34	-279	9	-236
Cc1ccc(O)c(NC(=O)COc2cc(C)ccc2C)c1	-1.5	-16	-14	2	0	1	5	·	-36	4	5
CCOC(=O)c1cc2sc(C)cc2n1CC(=O)N1CCOCC1	0.8	8	-4	10	0	-2	-1	6	1	-9	9
O=S(=O)(c1ccc(Cl)cc1)N1CCN=C1SCc1cccc(Cl)c1	1.9	-4	-17	37	4	-25	-33	21	25	3	1
CCc1ccc(NC(=O)CSc2nnc(CNC(=O)c3ccco3)o2)cc1	-0.3	-7	12	0	-2	-2	10	-8	4	17	5
CCOC(=O)/C=C/C(=O)OCC(=O)Nc1ccc(Cl)cn1	-1.4	11	2	-13	2	-4	-2	0	25	3	5
Cc1noc(C)c1C(=O)N1CCC1(C)C(=O)NS(=O)(=O)c1ccc(Cl)cc1 (centres undefined)	0.6	4	·	16	·	·	-18	8	2	-22	8
Cc1cc(C)cc(NC(=O)CCn2ccnc2)c1	-0.7	-16	7	8	0	-5	5	7	2	1	8
CCNC(=O)C1(C)CCN(C(=O)C(c2ccccc2)c2ccccc2)C1 (centres undefined)	-0.9	-2	·	12	·	·	22	15	10	-2	-1
COc1ccccc1Nc1nc(N)nc(CSc2nccc(C)n2)n1	2.5	-10	-10	23	3	-2	-31	-2	-3	5	6
COc1ccc(Cn2c(N)c(C#N)c3nc4ccccc4nc32)cc1OC	-0.1	-6	8	-9	5	8	42	7	29	-22	17
COC(=O)c1cscc1S(=O)(=O)Cc1ccccc1	0.5	2	-8	5	2	-1	15	5	0	-13	0
CCCC(C(=O)Nc1ccc(S(=O)(=O)Nc2ncccn2)cc1)c1ccccc1 (centres undefined)	0.0	13	3	-10	3	-4	-7	-14	17	-6	12
COc1ccccc1NC(=O)c1ccc(NC(=O)CN2CCN(C(=O)c3ccco3)CC2)cc1	-0.8	3	-3	4	3	6	-15	-2	-4	1	-5
CC(C)N1CC(COc2ccc(Br)cc2)OC1=O (centres undefined)	0.0	3	-15	-17	0	-1	-19	-7	-7	-4	-10
COc1ccccc1NS(=O)(=O)c1ccc(Cl)cc1	1.0	-18	-13	5	-1	-3	4	-12	-8	2	-25
Cc1nc(C(C)(C)O)n(-c2ccccc2)n1	-1.1	4	-3	-1	0	0	0	-2	13	-17	9
O=C(C[n+]1ccccc1)N/N=C/c1ccc(C(=O)O)cc1	-1.1	21	2	-12	-3	0	4	-30	33	6	6
Fc1ccc(-c2ccc(CNCc3ccccn3)o2)cc1	0.5	3	-30	-4	0	-13	-54	-51	-154	8	-174
O=C(CN1CCCCCC1)Nc1ccccc1[N+](=O)[O-]	-0.2	-12	2	-3	4	11	-9	15	8	-5	-2
COc1cc(CC(=O)OCC(=O)Nc2cc([N+](=O)[O-])ccc2Cl)cc(OC)c1OC	-0.7	3	8	1	0	4	-5	5	6	-11	4
CCNC(=O)C1(C)CCN(C(=O)c2cccs2)C1 (centres undefined)	-0.1	-6	·	10	·	·	-24	-7	9	-30	5

Of the compounds above, four have two or more sulfur atoms.
SMILES	hiPSC survival	KKLEB tox	MITF TRPM1 inh	CF NFkB inh	NR2E3 ag-1	LMP1 NFkB inh	NR2E3 ag-2	Shn3 3UTR inh	Peg3 prom inh	TRAIL sens C8	HIF-2a block
Cc1nc(N)sc1-c1nnc(SCC(=O)Nc2ccccc2C(F)(F)F)n1C	0.3	7	-2	5	-2	-5	-2	6	3	12	12
O=c1[nH]c(=S)c2[nH]c(=S)n(-c3ccccc3)c2[nH]1	1.8	16	3	-9	·	-11	-12	0	-3	-18	-4
O=S(=O)(c1ccc(Cl)cc1)N1CCN=C1SCc1cccc(Cl)c1	1.9	-4	-17	37	4	-25	-33	21	25	3	1
COC(=O)c1cscc1S(=O)(=O)Cc1ccccc1	0.5	2	-8	5	2	-1	15	5	0	-13	0

Carrying on:
SMILES	hiPSC survival	KKLEB tox	MITF TRPM1 inh	CF NFkB inh	NR2E3 ag-1	LMP1 NFkB inh	NR2E3 ag-2	Shn3 3UTR inh	Peg3 prom inh	TRAIL sens C8	HIF-2a block
COc1ccc(C2CC(c3ccc(C)cc3)=NN2C(=O)c2ccccc2)cc1 (centres undefined)	0.2	8	19	-8	2	-7	-17	19	20	1	1
CCOC(=O)c1ccc(NNC(C)=O)c([N+](=O)[O-])c1	-3.1	3	11	10	5	15	-8	0	10	-2	5
Cc1cccc(C)c1NC(=O)Cn1nc(-c2ccccc2)nc1-c1ccccc1	-0.3	-1	1	-2	0	2	12	8	-3	-6	4
CCC(=O)NCCCOc1ccccc1	8.5	-8	-1	16	3	0	-29	-6	8	-6	-4
O=C(c1cccc(Br)c1)c1conc1C(=O)c1ccco1	-1.3	4	-3	7	0	0	-51	2	-37	0	-28
Cn1ccc(C(=O)N/N=C/c2ccccc2[N+](=O)[O-])n1	-0.5	4	-59	6	1	-18	-77	-1	-84	13	-161
COc1ccc(-c2csc(C(C)(O)c3cccc(F)c3)n2)cc1OC (centres undefined)	0.5	-8	·	6	·	·	5	0	6	-25	-15
O=C(OCCN=C1NS(=O)(=O)c2ccccc21)c1cccnc1	1.6	1	9	-4	1	0	-4	6	12	-14	27
CCn1c(SCC(=O)Nc2cccc(O)c2)nc2c1c(=O)n(C)c(=O)n2C	0.4	0	10	-5	-1	0	-3	-10	8	6	14
O=C(COc1ccc(F)cc1)N(Cc1cccc(Br)c1)C1CCS(=O)(=O)C1 (centres undefined)	-0.6	-7	2	24	-4	-6	17	-8	10	-17	8
CCOC(=O)/C(=N\Nc1ccc(Cl)cc1)c1csc(Nc2ccccc2)n1	2.8	1	3	-4	1	-2	-23	1	-3	-4	8
Cc1nnc(SCC(=O)Nc2ccc(Cl)cn2)[nH]c1=O	1.5	9	10	-4	0	-8	-7	4	0	1	16
CC1CCN(C(=O)/C=C/c2ccc(C(C)(C)C)cc2)CC1	-0.9	-1	-29	20	1	-20	-69	-31	-172	-5	-178
COc1ccccc1CNC(=O)c1c(-c2ccccc2)nn(-c2ccccc2)c1C	2.4	10	7	12	2	3	10	15	16	4	15
CN1C(=O)C(C)(C)c2cc(S(=O)(=O)NCc3ccc(C(=O)NCc4ccco4)cc3)ccc21	-0.7	-2	-2	4	-1	-6	3	-9	0	-7	6

Bioassay records from PubChem BioAssay.
